Assay outcomes from PubChem.
Prostate diff: promotes differentiation of LNCaP prostate cells. flow cytometry side scatter, 4 d. side scatter shift, % at 10 µM. 24,000 compounds, 0.56% hits. AID 795;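 active = side scatter shift above 30%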;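 note: androgen-responsive LNCaP prostate cancer cells in charcoal-stripped serum medium; percent of cells past a gate set so DMSO wells show 10% shift; higher shift means more granular cells and more differentiation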
VLA-4 allo ag: allosterically activates the human VLA-4 integrin; AID 528; 24,000 tested, under 10 active; activation, % at 10 µM (by protocol); Jurkat cells, LDV-FITC binding, flow cytometry; P13612;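 active = fluorescent ligand binding to cells raised by more than 40% of the manganese-induced maximum; inconclusive = compound's own fluorescence above 85% of the ligand control signal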;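 note: 0% = ligand binding without compound and 100% = manganese-stimulated maximal binding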
Target sequence (P13612 whole entry, looked up): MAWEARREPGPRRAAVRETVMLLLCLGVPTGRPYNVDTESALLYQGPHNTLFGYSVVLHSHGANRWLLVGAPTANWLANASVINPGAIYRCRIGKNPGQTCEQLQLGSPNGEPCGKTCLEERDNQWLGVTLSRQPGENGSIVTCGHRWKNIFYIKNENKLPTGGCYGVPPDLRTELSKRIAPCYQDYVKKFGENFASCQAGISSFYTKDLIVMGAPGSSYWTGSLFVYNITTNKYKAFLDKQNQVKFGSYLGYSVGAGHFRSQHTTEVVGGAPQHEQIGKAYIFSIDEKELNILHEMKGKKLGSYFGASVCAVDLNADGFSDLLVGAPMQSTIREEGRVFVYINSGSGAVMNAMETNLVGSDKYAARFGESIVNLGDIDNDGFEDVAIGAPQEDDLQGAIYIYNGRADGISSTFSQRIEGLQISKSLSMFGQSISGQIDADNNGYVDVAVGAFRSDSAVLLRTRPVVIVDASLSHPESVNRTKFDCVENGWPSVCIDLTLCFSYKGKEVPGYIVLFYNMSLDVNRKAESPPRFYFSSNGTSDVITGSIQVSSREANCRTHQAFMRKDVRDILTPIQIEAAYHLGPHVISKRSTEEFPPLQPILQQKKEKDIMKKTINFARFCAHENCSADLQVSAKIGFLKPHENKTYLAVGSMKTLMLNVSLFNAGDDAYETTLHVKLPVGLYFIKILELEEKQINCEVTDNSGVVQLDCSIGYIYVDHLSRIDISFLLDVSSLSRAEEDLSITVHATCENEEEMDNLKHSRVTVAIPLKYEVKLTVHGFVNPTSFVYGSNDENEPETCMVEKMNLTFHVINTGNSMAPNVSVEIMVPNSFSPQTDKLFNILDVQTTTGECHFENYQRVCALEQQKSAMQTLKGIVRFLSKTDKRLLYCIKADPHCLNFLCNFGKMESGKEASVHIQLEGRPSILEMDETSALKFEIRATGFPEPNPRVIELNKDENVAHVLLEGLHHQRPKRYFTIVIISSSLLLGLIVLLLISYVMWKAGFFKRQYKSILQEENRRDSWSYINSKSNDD
Jurkat autofluor: compound fluoresces in Jurkat cells, VLA-4 screen interference; AID 576; fluorescence ratio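 (tested at 10 µM compound in the well)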; 24,000 compounds, 0.61% hits; compound autofluorescence, flow cytometry; active compounds read high; 1 = vehicle-only cell background;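 active = fluorescence ratio above 2.44, which is 1 plus 3 SD of all ratios; inconclusive = signal too bright to measure linearly, ratio around 10 or more; inactive = fluorescence ratio below 2.44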;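 note: green fluorescence of cells measured with 488 nm excitation and 530 nm emission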
VLA-4 antagonist: inhibitors of LDV-FITC ligand binding to Mn2+-activated human VLA-4 integrin; Jurkat cells, LDV-FITC binding with Mn2+, flow cytometry; 100% = Mn2+-driven binding gain fully reversed; P13612; AID 529; inhibition, % at 10 µM (by protocol); 24,000 compounds, 0.2% hits;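 active = inhibition above 50%; inconclusive = compound itself fluorescent, judged against control cell fluorescence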;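 note: 0% = Mn2+ stimulated cells lacking compound and 100% = ligand binding without Mn2+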
* marks the source's active call; other numbers are inactive results; ? = inconclusive; / = no result given. A portion of the library, so the mix of outcomes need not match the whole.

Field names – A = Prostate diff; B = VLA-4 allo ag; C = Jurkat autofluor; D = VLA-4 antagonist
Cc1csc(NC(=O)C2CCC(C)(C(=O)O)C2(C)C)n1 (configuration not stated)
  A = 8; B = -2; C = 1; D = 3

CCN(CC)CCCNC(=O)c1sc2nc(-c3ccc(F)cc3)cn2c1C
  A = 5; B = -5; C = 1.2; D = 11

CC(C)CC(c1nnnn1C1CCCC1)N1CCN(c2ccccc2F)CC1 (configuration not stated)
  A = 3; B = -6; C = 0.99; D = 40

O=C(CCc1nc(-c2ccccc2F)no1)NCCN1CCc2ccccc2C1
  A = 7; B = 5; C = 1.1; D = -14

CC(Oc1ccc(Cl)cc1Cl)C(=O)Nc1ncccn1 (configuration not stated)
  A = 4; B = 8; C = 0.98; D = -28

CCc1noc(N)c1C(=O)Nc1ccc(F)c(Cl)c1
  A = 16; B = -1; C = 0.96; D = -4

CCOC(=O)N1CCN(c2c(NCC3CCN(Cc4cccc(C)c4)CC3)c(=O)c2=O)CC1
  A = 4; B = -1; C = 0.87; D = -9

COCCN(CC(=O)NC1CCCCC1)C(=O)CSc1nc2ccccc2o1
  A = 13; B = 4; C = 1; D = -15

CCOC(=O)C(NC(=O)CC)(Nc1sc2c(c1C(=O)OC)CCN(C)C2)C(F)(F)F (configuration not stated)
  A = 2; B = 3; C = 1.1; D = -10

CCOc1ccc(Br)cc1C1NC(=O)c2c(sc3c2CCN(C)C3)N1 (configuration not stated)
  A = 8; B = ?; C = 1.3; D = ?

COC(=O)c1ccc(C2NC(C(=O)O)CS2)cc1 (configuration not stated)
  A = 5; B = 0; C = 0.97; D = -8

CCOc1ccc(-c2cc(NC(=O)Cn3ncc4c3-c3ccccc3OC4)on2)cc1OCC
  A = 7; B = ?; C = 0.9; D = ?

Cn1cccc1Cc1nnc(SCC(=O)NCc2ccccc2Cl)n1-c1ccc(F)cc1
  A = 7; B = ?; C = 1.1; D = ?

COc1ccc(C2=NOC(C(=O)NCc3ccc(F)cc3)C2)cc1 (configuration not stated)
  A = 15; B = -2; C = 0.94; D = 24

CC1(C)CC(=O)C2=C(C1)NC(=O)CC2c1cc2c(cc1Br)OCO2 (configuration not stated)
  A = 6; B = ?; C = 1.3; D = ?

COC(=O)c1ccc(COc2ccc(C3C4=C(CCCC4=O)Nc4onc(C)c43)cc2)cc1 (configuration not stated)
  A = 3; B = 4; C = 1.1; D = -16

O=C(Nc1ncnc2sc3c(c12)CCCCC3)c1ccco1
  A = 15; B = -2; C = 1; D = -2

CCOc1ccc(CCNC(=O)C2CCCN(c3nn4c(=O)cc(C)nc4s3)C2)cc1 (configuration not stated)
  A = 20; B = 2; C = 0.93; D = 4

Cc1cc(C(=O)Nc2cccnc2)no1
  A = 9; B = -6; C = 1.2; D = -5

CC(C)C(=O)N(c1ccc(F)cc1)C1C=CS(=O)(=O)C1 (configuration not stated)
  A = 4; B = 2; C = 1; D = 0

O=C(Cn1cc2c(n1)CCCC2)NC1CCCCCC1
  A = 12; B = 5; C = 0.95; D = -11

CCOc1ccc(N(C)S(=O)(=O)c2ccc3[nH]cc(C(=O)NCC4CCCO4)c(=O)c3c2)cc1 (configuration not stated)
  A = 10; B = 2; C = 1.1; D = -4

CCn1c(C(=O)N2CCC(C(=O)NCCCSC3CCCCC3)CC2)cc2sccc21
  A = 7; B = 5; C = 0.78; D = -12

O=C(NCc1cccnc1)c1ccc(CS(=O)(=O)Cc2ccc(Cl)cc2)o1
  A = 2; B = 5; C = 0.98; D = -4

CCOc1ncccc1C(=O)Nc1ccc2c(C)cc(=O)oc2c1
  A = 21; B = -3; C = 0.96; D = -2

Looked up above.
Reading of Cc1csc(NC(=O)C2CCC(C)(C(=O)O)C2(C)C)n1 (configuration not stated) under VLA-4 allo ag: -2
Reading of CCn1c(C(=O)N2CCC(C(=O)NCCCSC3CCCCC3)CC2)cc2sccc21 under Prostate diff: 7

An excerpt from further up, as a working copy:
Field names – A = Prostate diff; B = VLA-4 allo ag; C = Jurkat autofluor; D = VLA-4 antagonist
Cn1cccc1Cc1nnc(SCC(=O)NCc2ccccc2Cl)n1-c1ccc(F)cc1
  A = 7; B = ?; C = 1.1; D = ?

COc1ccc(C2=NOC(C(=O)NCc3ccc(F)cc3)C2)cc1 (configuration not stated)
  A = 15; B = -2; C = 0.94; D = 24

CC1(C)CC(=O)C2=C(C1)NC(=O)CC2c1cc2c(cc1Br)OCO2 (configuration not stated)
  A = 6; B = ?; C = 1.3; D = ?

COC(=O)c1ccc(COc2ccc(C3C4=C(CCCC4=O)Nc4onc(C)c43)cc2)cc1 (configuration not stated)
  A = 3; B = 4; C = 1.1; D = -16

Continued.
Field names – A = Prostate diff; B = VLA-4 allo ag; C = Jurkat autofluor; D = VLA-4 antagonist
CN(CC(=O)NC1CCCc2ccccc21)S(=O)(=O)c1ccc2c(c1)c(=O)n(C)c(=O)n2C (configuration not stated)
  A = 5; B = -5; C = 1.1; D = 6

COc1nc(N)nc(CC(=O)C2CC2)n1
  A = 16; B = 8; C = 1.1; D = -22

COc1ccc(-n2nc(C(=O)N3CCN(c4ccc(F)cc4)CC3)c3ccccc3c2=O)c(OC)c1
  A = 3; B = -7; C = 1; D = 4

CCOC(=O)C1CCN(c2c(NC3CCCc4ccccc43)c(=O)c2=O)CC1 (configuration not stated)
  A = 4; B = -1; C = 0.98; D = -6

CC1CCN(CCCNC(=O)Cc2c(C(=O)O)n(C)c3ccccc23)CC1
  A = 10; B = ?; C = 1.1; D = ?

COc1ccc(-c2c(N)nnc3c2[nH]c2ccccc23)cc1OC
  A = 5; B = -2; C = 1.1; D = 23

COc1cccc(-n2c(Cc3cc(=O)[nH]c(=O)[nH]3)nnc2SC(C)C)c1
  A = 4; B = 5; C = 1.1; D = -1

CCOc1ccc(N/C(SC)=C(/C#N)C(N)=O)cc1
  A = 5; B = 0; C = 1; D = -11

O=C(CN1C(=O)CCSc2ccccc21)Nc1ccc2c(c1)OCCO2
  A = 6; B = -9; C = 1.1; D = 2

CC1=C(C(=O)NC(C)C)C2(CCC(C)CC2)OC1=O (configuration not stated)
  A = 5; B = ?; C = 0.9; D = ?

NC(=O)C1CCN(C(=S)c2cccs2)CC1
  A = 13; B = -1; C = 0.96; D = 4

CCN1CCN(Cc2ccc(NC(=O)CC3Oc4ccc(C)cc4NC3=O)cc2)CC1 (configuration not stated)
  A = 6; B = -1; C = 1; D = 0

CC1(C)CC(=O)C(C=Nc2ccc(O)cc2)=C(O)C1
  A = 14; B = -4; C = 1.2; D = 14

O=C(NC1CCCCCC1)c1c(F)c(F)c(F)c(F)c1F
  A = 12; B = -2; C = 1; D = 13

O=C(NC1CCCC1)C1CCN(S(=O)(=O)N2CCCCC2)CC1
  A = 8; B = -4; C = 1; D = 23

Nc1ccc(-c2nc3c(Cl)c(N)ccc3[nH]2)cc1
  A = /; B = 2; C = 1.1; D = 3

COc1cccc(NC(=O)Cc2cn(C)c3ccccc23)c1
  A = 11; B = 0; C = 1; D = -7

CCN1CCc2c(C#N)c(N3CCOCC3)nc(NCc3ccccc3)c2C1
  A = 8; B = -2; C = 1.2; D = 10

COc1ccccc1NC(=O)Cn1nnc(C(=O)Nc2ccccc2)c1N
  A = 9; B = ?; C = 1; D = ?

CCC(C(=O)OCC(=O)Nc1c(C)n(C)n(-c2ccccc2)c1=O)c1ccccc1 (configuration not stated)
  A = 8; B = ?; C = 1; D = ?

CCOC(=O)c1cc(C)n(CCCN2CCOCC2)c1C
  A = 17; B = 4; C = 1.1; D = -10

O=C(c1ccccc1)c1cccn1CC(=O)N1CCN(C2CCCCC2)CC1
  A = 5; B = -14; C = 1; D = 14

CC(=O)OC1CC(C)(C)N(OC(=O)CCCN2C(=O)c3ccccc3C2=O)C(C)(C)C1
  A = 10; B = 6; C = 0.89; D = 0

CSc1nc2ccc3nc(NC(=O)c4cccs4)sc3c2s1
  A = 25; B = 22; C = 1.1; D = -26

CCCOc1ccccc1C1CC(=O)NC(C)=C1C(=O)OCC(C)C (configuration not stated)
  A = 6; B = 9; C = 0.9; D = -10

4 compounds picked at random from the list so far:
Field names – A = Prostate diff; B = VLA-4 allo ag; C = Jurkat autofluor; D = VLA-4 antagonist
CC1(C)CC(=O)C(C=Nc2ccc(O)cc2)=C(O)C1
  A = 14; B = -4; C = 1.2; D = 14

CCC(C(=O)OCC(=O)Nc1c(C)n(C)n(-c2ccccc2)c1=O)c1ccccc1 (configuration not stated)
  A = 8; B = ?; C = 1; D = ?

CCCOc1ccccc1C1CC(=O)NC(C)=C1C(=O)OCC(C)C (configuration not stated)
  A = 6; B = 9; C = 0.9; D = -10

COc1ccccc1NC(=O)Cn1nnc(C(=O)Nc2ccccc2)c1N
  A = 9; B = ?; C = 1; D = ?

(list continues)
Field names – A = Prostate diff; B = VLA-4 allo ag; C = Jurkat autofluor; D = VLA-4 antagonist
CC12CC(NC(=O)N1CCc1ccccc1)c1ccccc1O2 (configuration not stated)
  A = 11; B = 7; C = 0.98; D = -3

Cc1noc(C)c1C(=O)Nc1sc(C)c(C)c1C#N
  A = 10; B = 2; C = 1.1; D = -4

Cn1cnc2c1c(=O)n(Cc1ccccc1)c(=O)n2C
  A = 7; B = ?; C = 1; D = ?

O=C1c2ccncc2C(=O)N1C1CCCCC1
  A = 6; B = 4; C = 0.98; D = 3

COC(=O)C1=C(C)Nc2ncnn2C1c1ccco1 (configuration not stated)
  A = 13; B = 3; C = 1; D = -5

COc1cc(NC(=O)c2cc(-c3cccc(O)c3)on2)cc(OC)c1OC
  A = 1; B = -2; C = 1.1; D = 1

CC(C)[C@H](NC(=O)NCc1ccc(Cl)cc1)C(=O)O
  A = 6; B = 0; C = 1; D = -18

COc1ccc2ccccc2c1C1CC(=O)N2CN(Cc3ccco3)CSC2=C1C#N (configuration not stated)
  A = 5; B = ?; C = 1.2; D = ?

COc1ccc(C2C(=O)N(C3CCCCCC3)CC(=O)N2Cc2ccccc2)cc1OC (configuration not stated)
  A = 17; B = 8; C = 0.96; D = -20

CC1=Nn2c(nnc2-c2ccccn2)SC1
  A = 4; B = 0; C = 1.1; D = -22

C=CCn1c(SCc2ccc(C#N)cc2)nnc1-c1cccc(Cl)c1
  A = 4; B = -14; C = 1.1; D = -12

CCOC(=O)N1CCC(NS(=O)(=O)c2cc(Br)cc3c2N(C(=O)CC)CC3)CC1
  A = 4; B = -2; C = 1; D = -7

CCOc1cc(C2C(C(=O)OC(C)C)=C(C)N=C3SCCC(=O)N32)ccc1OC(C)=O (configuration not stated)
  A = 3; B = 0; C = 0.96; D = 2

O=C(NCc1cccnc1)/C(=N\O)c1ccccc1
  A = 14; B = 1; C = 0.97; D = -13

O=C(Nc1ccc(F)cc1)N1CCN(c2nc3ccccc3s2)CC1
  A = 5; B = 2; C = 1.1; D = -3

COc1ccc(-c2cc(C(F)(F)F)nc(SCCC(=O)N3CCOCC3)n2)cc1
  A = 17; B = 0; C = 1; D = -14

COc1ccc(OCc2ccc(-c3nc4ccccc4c(=O)n3N)o2)cc1
  A = 6; B = 1; C = 1; D = -26

CCCS(=O)(=O)N1CCCC(C(=O)NCCCN(C)Cc2ccccc2)C1 (configuration not stated)
  A = 17; B = -2; C = 1; D = -1

Cc1noc(C)c1S(=O)(=O)N1CCC(C(=O)N2CCN(c3ccc(Cl)cc3)CC2)CC1
  A = 4; B = 0; C = 0.98; D = 10

COc1cc(OC)cc(-c2nc(N)n[nH]2)c1
  A = 6; B = -2; C = 1; D = -2

Cc1onc(-c2ccccc2Cl)c1C(=O)Nc1ccc(-n2nncc2-c2ccco2)cc1
  A = 6; B = ?; C = 1.1; D = ?

COc1ccccc1-c1ccc(Nc2cccc(C(C)=O)c2)nn1
  A = 13; B = -2; C = 1.1; D = -2

Cc1ccccc1Cn1nnc(C(=O)Nc2cccc(C)c2C)c1N
  A = 11; B = -5; C = 1; D = -14

O=C(CSc1nc2c(c(=O)n1-c1ccc(Br)cc1)SCC2)NCc1ccco1
  A = 3; B = -5; C = 1.1; D = -7

CC(=O)NCC(=O)N(Cc1ccco1)C1(C(=O)NC2CCCCC2)CCCCC1
  A = 7; B = -1; C = 1; D = -4

Cc1cccc(-c2cc3nc(C)cc(NCCCN(C)C)n3n2)c1
  A = 20; B = -2; C = 1.1; D = -14

Clc1cc(Cl)c2nc(N3CCOCC3)sc2c1
  A = 13; B = 3; C = 0.99; D = 15

Cc1ccc(NC(=O)NCC(c2cccnc2)N2CCOCC2)cc1 (configuration not stated)
  A = 2; B = 1; C = 0.96; D = 9

CCOC(=O)c1ccc(N2C(=O)CC(N(C)CCc3ccc(OC)c(OC)c3)C2=O)cc1 (configuration not stated)
  A = 9; B = 7; C = 0.92; D = -31

COc1ccc(C2CC(c3cc(OC)ccc3OC)n3nnnc3N2)cc1 (configuration not stated)
  A = 16; B = -1; C = 1.1; D = -4

CCCn1c(NCc2ccc3c(c2)OCO3)nc2ccccc21
  A = 12; B = -16; C = 1; D = 24

COc1ccc(CCNC(=O)c2ccncc2)cc1OC
  A = 13; B = 2; C = 1; D = -11

Cn1cc(SCC(=O)Nc2nc3ccccc3s2)c2ccccc21
  A = 3; B = -3; C = 1; D = 0

O=C(CSc1nnc2ccccn12)c1ccc2c(c1)OCCO2
  A = 19; B = -10; C = 1.1; D = -16

Cc1ccc(NC(=O)N2CCC(c3nc4c(nnn4Cc4cccc(Cl)c4)c(=O)[nH]3)CC2)cc1
  A = 14; B = 0; C = 1.1; D = 6
